# Screens: PubChem, several laboratories
# EBV gp42 block = blocks Epstein-Barr virus glycoprotein 42 binding; Q1HVG2; Fluorescence polarization binding assay, mP read-out; inhibition, % (tested at 21.74 µM); hit rate 0.42% among 220,000; AID 1085; in the data active = inhibition above about 50%
# Target sequence (Q1HVG2 whole entry, looked up): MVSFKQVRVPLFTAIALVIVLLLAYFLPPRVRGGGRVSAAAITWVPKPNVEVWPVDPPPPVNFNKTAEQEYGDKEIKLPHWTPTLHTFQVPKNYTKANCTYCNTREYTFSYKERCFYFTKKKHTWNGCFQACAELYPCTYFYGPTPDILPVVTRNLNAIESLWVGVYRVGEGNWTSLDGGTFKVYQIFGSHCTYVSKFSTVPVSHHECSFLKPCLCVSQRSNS
# Runt-SMMHC FRET = blocks binding of human RUNX1 Runt domain to CBFb-SMMHC. AID 1434. Cerulean-Runt/Venus-CBFb-SMMHC FRET ratio 530/480, 1 h. inhibition, % at 20 µM. Q01196+Q13951. hit rate 0.74% among 220,000;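 active = mean inhibition across duplicate retests at 20 µM reaching about 50%, limit read from the data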;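 note: 0% = DMSO wells and 100% = wells with excess untagged CBFb-SMMHC; inhibitors lower the FRET ratio by blocking Runt binding to CBFb-SMMHC; some results filed as inactive read as strong as hits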
# p97 inhibitor = inhibitors of human p97 ATPase; P55072; recombinant p97 ATPase, Kinase-Glo ATP luminescence, 3 h; inhibition, % at 8 µM; hit rate 0.42% among 220,000; in the data active = inhibition above about 15%;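 note: 0% = DMSO vehicle and 100% = wells lacking enzyme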
# RBBP9 inhibitor = inhibitors of human serine hydrolase RBBP9. O75884. recombinant RBBP9, FP-Rh probe fluorescence polarization. inhibition, % at 7.94 µM. hit rate 0.2% among 220,000. AID 1515;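 active = inhibition above the campaign mean of all tested compounds plus 3 SD, cut at about 14% in these data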;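 note: plate controls were DMSO wells with RBBP9 for no effect and wells lacking RBBP9 protein for full effect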
# Target sequence (O75884 whole entry, looked up): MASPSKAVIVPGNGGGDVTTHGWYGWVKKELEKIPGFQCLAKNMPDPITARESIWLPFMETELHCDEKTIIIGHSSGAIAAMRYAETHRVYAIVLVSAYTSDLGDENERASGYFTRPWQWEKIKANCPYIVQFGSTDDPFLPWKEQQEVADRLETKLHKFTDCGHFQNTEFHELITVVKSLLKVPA
#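 Material: RBBP9 protein. Amount: RBBP9 at 2.5 µM in dispensed solution, before mixing. Schedule: 30 min then 45 min, 25 °C. Medium: Tris buffer pH 8.0, NaCl, Pluronic. Measured by: fluorescence polarization. Measure: percent inhibition from mP, scaled between DMSO and no-protein wells. Replication: one well per compound.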
# Runt-CBFb FRET = Runt domain-CBFb interaction inhibition; Cerulean-Runt/Venus-CBFb FRET ratio 530/480, 1 h; inhibition, % at 20 µM; hit rate 0.46% among 220,000; AID 1496;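 active = inhibition over about 50% at 20 µM in the single-dose screen, limit read from the data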;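 note: 0% = DMSO wells and 100% = excess unlabeled CBFb competitor control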
#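 Assay system: Cerulean-Runt domain fusion protein, energy donor; Signal: fluorescence energy transfer, 422 nm excitation, 530/480 nm emission; Timing: 1 h compound exposure, room temperature; Control set: unlabeled CBFb; Medium: Tris buffer pH 7.5 with salts and BSA; Compound: single test concentration of 20 µM, 1% DMSO final; Probe or stimulus: Venus-CBFb 100 nM.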
# m-calpain inh = blocks pig calpain II enzyme activity | purified calpain II, fluorogenic peptide substrate, 30 min | inhibition, % at 16 µM | hit rate 0.37% among 220,000;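 active = inhibition above about 50%, limit read from the data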
# TbHK1 inh = T. brucei hexokinase 1 inhibition; recombinant TbHK1, G6PDH-coupled NADH A340; inhibition, % at 10 µM; hit rate 0.11% among 220,000;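 active = inhibition of 50% or more in the single-dose primary screen; inactive = inhibition below 50%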
# Furin inhibitor = inhibitors of human furin | purified furin, fluorogenic substrate cleavage | inhibition, % at 30 µM | hit rate 0.061% among 220,000 | AID 463115; in the data active = inhibition above about 25%; note: inactives centre near -15
# Target sequence (P09958 108-714 limits assumed): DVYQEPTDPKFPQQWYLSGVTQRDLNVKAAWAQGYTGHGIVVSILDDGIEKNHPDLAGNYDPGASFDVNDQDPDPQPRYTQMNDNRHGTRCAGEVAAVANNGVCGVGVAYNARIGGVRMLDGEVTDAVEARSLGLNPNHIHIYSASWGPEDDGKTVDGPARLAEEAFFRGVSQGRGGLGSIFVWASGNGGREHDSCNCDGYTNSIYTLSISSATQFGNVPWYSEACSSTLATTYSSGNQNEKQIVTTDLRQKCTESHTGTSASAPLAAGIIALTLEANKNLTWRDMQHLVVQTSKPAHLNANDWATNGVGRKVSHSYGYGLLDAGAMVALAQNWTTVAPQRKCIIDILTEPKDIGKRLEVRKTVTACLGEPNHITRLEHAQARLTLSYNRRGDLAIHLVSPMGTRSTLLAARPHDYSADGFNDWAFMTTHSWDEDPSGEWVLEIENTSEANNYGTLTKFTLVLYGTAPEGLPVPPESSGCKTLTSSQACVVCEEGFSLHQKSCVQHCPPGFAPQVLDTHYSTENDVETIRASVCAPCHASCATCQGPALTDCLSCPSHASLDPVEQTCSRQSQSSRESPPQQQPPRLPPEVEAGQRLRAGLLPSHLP
# NCF1 inh = blocks human p47phox regulatory protein of NADPH oxidases | P14598 | p47phox/p22phox peptide binding, fluorescence polarization, 2 h | inhibition, % at 24.7 µM | hit rate 0.53% among 220,000 | AID 1274;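 active = inhibition above about 30%, limit read from the data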;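 note: 0% = p47phox with labelled peptide and 100% = labelled peptide alone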
# * marks the source's active call; other numbers are inactive results; . = not tested or not shown; [ ] = another dose, or the depositor's remark.
no.	SMILES	EBV gp42 block	Runt-SMMHC FRET	p97 inhibitor	RBBP9 inhibitor	Runt-CBFb FRET	m-calpain inh	TbHK1 inh	Furin inhibitor	NCF1 inh
1	O=C(O)CC1(CC(=O)Nc2ccc3c(c2)OCCCO3)CCCCC1	4	0	4	-7	1	-1	0	-18	-4
2	CCC(=O)N1CCN(c2c(Cl)cccc2[N+](=O)[O-])CC1	-11	-3	1	-10	1	8	-4	-16	-5
3	Cc1c(C(=O)N2CCCCC2C)sc2ncnc(N3CCc4ccccc4C3)c12 (centres undefined)	3	-1	-3	0	-2	38	-6	-20	7
4	CCSc1nnc(NC(=O)CSc2nnc(CNC(=O)c3cc(OC)c(OC)c(OC)c3)o2)s1	-22	4	5	2	4	-3	-3	-17	6
5	COc1ccccc1-c1nc(C#N)c(N2CCN(c3ccccc3)CC2)o1	-11	-2	0	0	-2	8	-11	-11[20 µM]	1
6	O=C(O)c1ccc2c(=O)n3cc(C(=O)c4ccccc4O)cc(Cl)c3nc2c1	3	-15	3	-2	-5	-1	-24	-18	-25
7	Cn1nccc1C(=O)N1CCCC(C(=O)c2cccc3ccccc23)C1 (centres undefined)	-7	0	0	-6	1	-2	-7	-8	4
8	COC(=O)c1ccc(CN2[C@H](C(=O)OC)C[C@@]3(O)[C@H](O)[C@H](O)[C@H](O)C[C@@H]23)cc1	-8	2	.	.	2	-5	-9	-23	-6
9	NC(=O)CCCCC(=O)OCCCc1cccs1	-5	-1	-3	0	0	-111	-2	-18	-3
10	O=C(COC(=O)c1n[nH]c2ccccc12)NC(=O)NCc1ccco1	3	3	4	-6	2	-36	1	-14	-5
11	COc1ccc2c(c1)N(S(=O)(=O)c1ccccc1)CCC2=O	-7	-2	-10	-7	-2	19	-1	-15	-3
12	Cc1ccc(CSCC(=O)N/N=C/c2ccc(OCC(=O)Nc3ccc(C)cc3)cc2)cc1	1	-4	1	2	-1	-22	14	-12[20 µM]	7
13	O=C(CC1Oc2ccccc2NC1=O)NCCCN1CCN(C2CCCCC2)CC1 (centres undefined)	.	.	-5	3	.	.	-3	-4	.
14	CC1(C)C2CC=C(/C=N/NC(=O)c3ccccc3O)C1C2 (centres undefined)	7	0	-3	-8	-1	-20	-10	-15	-1
15	Cc1cc(C)cc(Nc2nc3ccccc3c(=O)[nH]2)c1	14	-1	4	-1	-1	-8	0	-25	1
16	COCCn1c(SCC(=O)Nc2cccc(C(=O)OC)c2)nc2ccccc2c1=O	-15	-1	-4	-9	-2	6	-9	-18	6
17	O=C(CCSc1ccccc1)Nc1ccc(S(=O)(=O)N2CCOCC2)cc1	-12	-1	-1	-12	3	-27	1	-14[20 µM]	-11
18	CCOC(=O)c1c(C)n(CC(O)CN(CC)CC)c2cc(Br)c(OC)cc12 (centres undefined)	-9	1	2	2	1	-26	-3	-21	-1
19	COc1ccc(N(CC(=O)NCC2CCCO2)C(=O)CCC(=O)Nc2nccs2)cc1 (centres undefined)	-8	.	2	0	.	-4	-2	-16[20 µM]	-11
20	COC(=O)c1cccc(C23CC4(C2)[C@H](CN(Cc2ccc(-c5ccccc5)cc2)[C@@H]4c2ccccc2)C3c2ccccc2)c1 (some centres undefined)	-39	-3	.	.	1	-65	-15	-18	-22
21	Cc1nc(Cl)c(C(=O)NC(=O)NCc2ccccc2)c(C)c1Cl	-6	0	0	-6	0	29	-8	-15	0
22	O=C(c1cccc(F)c1)N1CCN(S(=O)(=O)c2ccc(C(F)(F)F)cc2)CC1	-3	-2	0	1	-4	-12	2	-24	-5
23	Cc1ccc(-n2c(SCC(=O)O)nc3sc4c(c3c2=O)CCCC4)cc1	-5	1	4	10	0	-29	-23	-17	5
24	COC(=O)/C=c1/s/c(=C(\C#N)C(=O)NCc2ccco2)n(-c2ccccc2)c1=O	-26	-4	2	-6	4	-46	-18	-1	-26
25	CCOc1ccc(CNC2CCCc3ccccc32)cc1 (centres undefined)	-12	0	7	7	0	10	0	-5	-6
26	Cc1cccc(-c2noc(CCCC(=O)Nc3ccc(C(N)=O)cc3)n2)c1	-16	-1	-2	3	1	-15	-2	-14[20 µM]	-13
27	FC(F)(F)c1cccc(Cc2noc(CN3CCC(c4ccncc4)CC3)n2)c1	-4	0	-5	5	-4	14	-12	-5	1
28	CC1SCC(NC(=O)c2ccc(Cl)cc2)CS1 (centres undefined)	5	-5	1	-6	1	19	51*	-13	5
29	COc1ccc([N+](=O)[O-])cc1N(CC(=O)O)S(C)(=O)=O	-1	-5	2	-3	2	1	-8	-15	-6
30	CCn1c(Cc2cccs2)nnc1SCC(=O)NC(C)(C)C	1	-2	-3	-5	-1	-5	1	-7	2

# Some values from above.
# Result for COCCn1c(SCC(=O)Nc2cccc(C(=O)OC)c2)nc2ccccc2c1=O in p97 inhibitor: -4
# Result for CCn1c(Cc2cccs2)nnc1SCC(=O)NC(C)(C)C in NCF1 inh: 2
# Result for CCSc1nnc(NC(=O)CSc2nnc(CNC(=O)c3cc(OC)c(OC)c(OC)c3)o2)s1 in NCF1 inh: 6
# Result for O=C(CC1Oc2ccccc2NC1=O)NCCCN1CCN(C2CCCCC2)CC1 (centres undefined) in p97 inhibitor: -5

# (listing goes on)
no.	SMILES	EBV gp42 block	Runt-SMMHC FRET	p97 inhibitor	RBBP9 inhibitor	Runt-CBFb FRET	m-calpain inh	TbHK1 inh	Furin inhibitor	NCF1 inh
31	CC(=O)NC(c1ccccc1)c1cc([N+](=O)[O-])c2cccnc2c1O (centres undefined)	-13	28	4	4	36	-19	6	-11	2
32	CCc1ccc(-n2c(=O)c3ccccc3n(CC(=O)NCc3ccco3)c2=O)cc1	1	4	-1	-7	1	-18	-2	-17	-3
33	O=C(C1=C[C@H](c2csc3ccccc23)C[C@H](OCCCCO)O1)N1CCN(Cc2ccc3c(c2)OCO3)CC1	-1	-2	0	-6	-4	-16	-17	-13	-9
34	CCCCN(CCCC)C(=O)c1cc(Cl)ccc1[N+](=O)[O-]	-6	2	3	0	-2	15	24	-14	-8
35	CCn1c(CSc2nc(C)cc(C)n2)nnc1SCC(=O)N1CCCc2ccccc21	-5	1	-3	-9	1	-6	6	-27	-12
36	CCOC(=O)C1=C(C)NC(=O)NC1c1cccc(O)c1 (centres undefined)	-20	0	2	-1	0	-15	0	-18[20 µM]	-6
37	CC1=NNC(=O)C1CCC(=O)N/N=C/c1c(Cl)cccc1Cl (centres undefined)	-6	0	0	1	-2	-6	3	-8	0
38	CCOCCSC1=C(C#N)C(c2cccs2)C(C(C)=O)=C(C)N1 (centres undefined)	-6	6	-3	7	1	-14	-7	-10[20 µM]	-11
39	Cc1cc(NS(=O)(=O)c2ccc(NC(=O)Nc3cccc(Cl)c3)cc2)no1	-6	-7	3	-1	0	-25	-2	-10	-34
40	COc1ccc(Cn2c(=O)[nH]c3cc(C(=O)NC4CCCC4)ccc3c2=O)cc1	-4	2	-7	-7	1	11	8	-9	2
41	COc1ccc(OC)c2c(C)cc(N3CCN(C(=O)c4ccc(C)cc4)CC3)nc12	4	0	2	0	-4	-116	-9	-3	-2
42	O=C1C2ON(c3ccccc3)C(c3cccnc3)C2C(=O)N1c1ccccc1 (centres undefined)	-3	1	4	-3	-1	-33	-3	-23	2
43	O=C(Nc1ccccc1N1CCOCC1)C1CCN(S(=O)(=O)c2ccccc2F)CC1	-2	3	1	-1	-4	19	32	-11	-7
44	C=CCNC(=O)CSc1cc([N+](=O)[O-])cc(S(=O)(=O)Cc2ccccc2)c1	2	-1	0	0	6	-59	-4	-15	4
45	Cn1nnc2cc(C(=O)N3CCN(c4ccccc4)CC3)ccc21	-7	-2	1	-1	0	-3	2	-15[20 µM]	-2
46	O=C(CSc1n[nH]c(=O)[nH]c1=O)c1cccc([N+](=O)[O-])c1	-14	-3	5	-2	7	-13	5	-28	-10
47	CCn1c(C)c(C2=CCN(S(=O)(=O)c3ccc(C)cc3)CC2)c2ccccc21	-27	-34	4	-30	-10	-10	-2	-18	-154
48	Cn1c(N)cc(=O)n(Cc2ccccc2)c1=O	-10	0	8	-5	1	-20	5	-10	-9
49	O=C(c1ccco1)N1CCN(C(=O)c2oc(=O)c3ccccc3c2-c2ccccc2)CC1	-4	8	6	-4	2	1	-7	-20	-7
50	CCN(CC)CCN1C(=O)C(=O)/C(=C(/O)c2ccncc2)C1c1ccccc1F (centres undefined)	0	-3	3	-5	1	-19	-25	-10	-8
51	CC(=O)Nc1ccc(NS(=O)(=O)c2ccc(Cl)c(C(=O)O)c2)cc1	-4	0	-2	0	2	-21	-1	-15[20 µM]	-5
52	CCc1ccc(C2=NNC(=Nc3cccc(S(=O)(=O)N(C)C)c3)SC2)cc1	-15	1	2	-8	-3	-18	-12	-13	-45
53	CCOC(=O)c1[nH]nc2c1C(=O)N(Cc1ccccc1)C2=O	-11	0	4	-4	0	-16	3	-23	-10
54	C[C@@H]1NC(=O)/C(=C\c2ccccc2Cl)NC1=O	2	-1	0	-6	0	23	-3	-13	-1
55	O=C(CN(C1CCCCC1)S(=O)(=O)c1ccccc1)NCc1cccnc1	-7	1	3	1	0	-6	0	-14[20 µM]	2
56	O=C(C1CC1)N(CCN(Cc1ccccc1)C(=O)C1CC1)Cc1ccccc1	-6	1	-5	-8	4	3	0	-22	-4
57	Cc1ccc(S(=O)(=O)Nc2ccc(C(=O)Nc3cc(C)on3)cc2)cc1	-16	-2	-2	-9	-7	0	-10	-19	-15
58	O=C(Cc1ccc(Cl)cc1)Nc1ccc(S(=O)(=O)Nc2cnc3ccccc3n2)cc1	-5	0	-3	-10	-1	5	3	-3	-15
59	O=C1CNC(=O)N1CC(=O)N1CCCc2ccccc21	-9	0	-2	-7	0	27	4	-16[20 µM]	-23
60	O=C(O)CCC(=O)Nc1ccc(Br)cc1C(=O)c1ccccc1Cl	2	-3	-2	-6	0	17	-18	-11	-7
61	NC(=O)CSc1n[nH]c(-c2ccco2)n1	-3	2	0	-7	1	3	-1	-15	-7
62	CCCNC(=O)Cn1c(=O)n(C)c2ccccc21	-17	-6	8	-5	-3	19	-3	-19	-5
63	c1ccc(CC2CCN(c3ncnc4sccc34)CC2)cc1	4	-3	-8	-14	0	40	10	-2	-12
64	COc1ccc(Nc2nc(N3CCCCC3)nc3ccccc23)c(OC)c1	-3	1	-1	3	-1	15	-2	-11[20 µM]	-18
65	Cc1ccc(S(=O)(=O)N2CCN(C(=O)c3c(C)nn(-c4ccccc4)c3Cl)CC2)cc1	-27	-3	-3	-6	-4	-6	-2	-8	-11
66	Cc1cc(C(=O)Nc2ccc(C)c(S(=O)(=O)N3CCOCC3)c2)c(C)o1	-18	3	1	-4	-1	-10	-10	-1	-4
67	CCC(C)CN1CCC(CO)(Cc2ccccc2Cl)CC1 (centres undefined)	7	-1	-5	-11	-1	-4	0	-18	-2
68	CCOC(=O)C1=NN(c2ccccc2C)C2=NC(C)=C(C(=O)OC)C(c3cccs3)N12 (centres undefined)	-18	0	2	-2	0	27	-27	-13[20 µM]	-1
69	Cc1cc(C)nc(SCC(=O)N/N=C\c2sccc2C)n1	-11	-1	-3	-6	-3	11	-13	-12[20 µM]	-11
70	COc1ccc(NC(=O)CSc2nnc(Cn3cnc([N+](=O)[O-])n3)n2C)cc1	-15	0	6	9	2	9	3	-14	-7
71	CCCCc1ccc(NC(=O)c2cnccn2)cc1	-26	2	-2	-10	-3	-5	-3	-34	-9

# Retrieved by compound from above:
no.	SMILES	EBV gp42 block	Runt-SMMHC FRET	p97 inhibitor	RBBP9 inhibitor	Runt-CBFb FRET	m-calpain inh	TbHK1 inh	Furin inhibitor	NCF1 inh
64	COc1ccc(Nc2nc(N3CCCCC3)nc3ccccc23)c(OC)c1	-3	1	-1	3	-1	15	-2	-11[20 µM]	-18
70	COc1ccc(NC(=O)CSc2nnc(Cn3cnc([N+](=O)[O-])n3)n2C)cc1	-15	0	6	9	2	9	3	-14	-7
